Assay outcomes: PubChem, National Center for Advancing Translational Sciences (NCATS)
EPAC1 antagonist = qHTS for Antagonist of cAMP-regulated guanine nucleotide exchange factor 3 (EPAC1): primary screen | Potency, µM (highest dose often 115 µM), for inactives: top-dose activity change, negative = inhibition, actives largely listed as inhibitors | actives 0.14% (n = 360,000) | EPAC1 GEF assay, Rap1b-BODIPY-GDP exchange fluorescence | Rap guanine nucleotide exchange factor 3 (Homo sapiens), O95398 | AID 720709, 2013;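 also: potency is read from the fitted curve at half-maximal effect; plate controls were vehicle for no effect and positive control for full effect; nearly all actives have a fitted effect of over 50% in size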
PI5P4K alpha inh = qHTS for Inhibitors of phosphatidylinositol 5-phosphate 4-kinase (PI5P4K); PI5P4Kalpha enzyme, ADP-Glo luminescence, 60 min; hits give low values; max response, %; actives 1.2% (n = 330,000); AID 652105, 2013; active = max response of -50% or lower; inconclusive = between -30% and -50%; inactive = -30% or higher; also: value at the top dose of about 77 µM; % is scaled to controls: 0 for no effect and ±100 for the full control effect
Target sequence (P48426 whole entry, looked up): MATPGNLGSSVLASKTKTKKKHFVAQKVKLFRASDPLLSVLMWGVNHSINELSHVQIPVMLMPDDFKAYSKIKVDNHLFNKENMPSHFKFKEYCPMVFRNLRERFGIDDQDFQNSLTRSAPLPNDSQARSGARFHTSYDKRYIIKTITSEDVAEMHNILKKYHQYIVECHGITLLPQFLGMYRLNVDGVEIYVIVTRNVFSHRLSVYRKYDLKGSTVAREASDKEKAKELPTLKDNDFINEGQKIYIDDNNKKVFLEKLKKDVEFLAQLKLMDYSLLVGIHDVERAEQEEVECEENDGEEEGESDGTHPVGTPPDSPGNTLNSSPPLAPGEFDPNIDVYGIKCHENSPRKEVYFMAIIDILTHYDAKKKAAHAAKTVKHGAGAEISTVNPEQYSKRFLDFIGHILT
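ADP-Glo luminescence end-point after a 60 min room-temperature kinase reaction. PI5P4Kalpha and substrate in HEPES pH 7.4 buffer with EGTA, 0.1% CHAPS and 5% DMSO; ATP at 5 microM final.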
WRN helicase inh = qHTS for Inhibitors of WRN Helicase | WRN helicase unwinding, fluorescent forked duplex, kinetic | Potency, µM (series often up to 114 µM), without a hit: at the top dose activity change, negative = inhibition, actives largely listed as inhibitors | actives 0.46% (n = 360,000); also: potency is read from the fitted curve at half-maximal effect; % is scaled to controls: 0 for no effect and ±100 for the full control effect; nearly all actives have a fitted effect of over 55% in size
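Enzyme (20 nM final) and test compound sit together 15 min at room temperature before substrate addition. Substrate is a single-forked duplex oligonucleotide (100 nM) labelled with fluorophore and quencher, with 2 mM ATP; helicase unwinding raises red fluorescence, read kinetically.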
Abeta yeast res = qHTS for compounds that reverse cellular toxicity of Amyloid beta (A-beta) peptide in yeast: Primary Screen | yeast expressing A-beta42, growth rescue, OD600, 48 h; response scale: 0% DMSO, 100% iron-clioquinol control | Potency, µM (top dose mostly 46.1 µM), for the others: top-dose growth rescue, hits mostly activators | actives 0.063% (n = 410,000) | AID 1347071, 2019; also: potency is read from the fitted curve at half-maximal effect; nearly all actives have a fitted effect of over 55% in size
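Yeast A-beta toxicity model in growth medium with pinned compounds, 48 h at 30 C; growth read as absorbance at 600 nm. Normalized to FeCl3/clioquinol equimolar mix (positive) and DMSO (negative).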
PLK1 PBD block = qHTS for Inhibitors of PLK1-PDB (polo-like kinase 1 - polo-box domain): Primary Screen. Serine/threonine-protein kinase PLK1 (Homo sapiens), P53350. Plk1 PBD binding of FITC phosphopeptide, fluorescence polarization. Potency, µM, for inactives: max response, negative = inhibition, hits mostly inhibitors. actives 2.8% (n = 360,000). AID 720504, 2013; also: potency is read from the fitted curve at half-maximal effect; series mostly up to about 57 µM; % is scaled to controls: 0 for no effect and ±100 for the full control effect; nearly all actives have a fitted effect of over 65% in size
Target sequence (P53350 whole entry, looked up, the tested form may be a part): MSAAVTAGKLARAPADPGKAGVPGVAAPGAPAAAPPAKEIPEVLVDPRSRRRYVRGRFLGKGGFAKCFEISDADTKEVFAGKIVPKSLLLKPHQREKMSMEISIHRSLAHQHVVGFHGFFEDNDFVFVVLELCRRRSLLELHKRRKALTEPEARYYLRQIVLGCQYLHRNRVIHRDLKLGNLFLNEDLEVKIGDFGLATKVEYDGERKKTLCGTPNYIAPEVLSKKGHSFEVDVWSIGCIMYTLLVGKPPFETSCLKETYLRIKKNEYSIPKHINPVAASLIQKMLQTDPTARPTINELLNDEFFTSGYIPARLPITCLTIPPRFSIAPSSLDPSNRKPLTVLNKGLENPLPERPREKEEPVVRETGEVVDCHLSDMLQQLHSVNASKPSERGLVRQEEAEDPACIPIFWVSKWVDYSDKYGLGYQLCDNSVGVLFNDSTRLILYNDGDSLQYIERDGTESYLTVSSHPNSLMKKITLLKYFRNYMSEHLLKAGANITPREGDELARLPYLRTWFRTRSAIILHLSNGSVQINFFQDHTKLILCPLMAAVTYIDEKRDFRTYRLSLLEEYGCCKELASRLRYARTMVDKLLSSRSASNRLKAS
FUS suppressor = qHTS for Suppressors of FUS Proteinopathy: Primary screen using FUS-linked yeast assay; S. cerevisiae FUS-expressing, growth rescue, OD600, 24 h; Potency, µM (titrated, usually from 76.6 µM), without a hit: at the highest dose growth rescue (activation), hits mostly activators; actives 0.24% (n = 390,000); AID 1347120, 2019;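 also: potency is read from the fitted curve at half-maximal effect; plate controls were DMSO vehicle for no effect and reference control for full effect; nearly all actives have a fitted effect of over 55% in size; some results filed as inactive show a strong effect at the top dose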
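Quantitative HTS measuring growth restoration of FUS-toxic yeast. Galactose-induced cells (OD 0.005) were exposed 24hr at 30C to compounds at several concentrations, then absorbance at 600 nm was recorded.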
IL-2 act = qHTS of IL-2 Activators | IL-2 activation reporter assay, cell-based qHTS; stimulated with anti-CD3/CD4/CD28 beads; in transgenic mouse T cells | activation, % (series mostly up to about 46 µM) | AID 652025, 2013 | actives 0.065% (n = 360,000); in the data active = activation above about 50%; inconclusive = mostly about 30% to 49%; also: 0% is about no effect
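Unstimulated transgenic mouse T cells; 60-min compound exposure; bead-based TCR/CD4/CD28 stimulation; 18 h culture, 37 degrees C; dual fluorescence (EGFP, DsRed) plate cytometry.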
EPAC1 agonist = qHTS for Agonist of cAMP-regulated guanine nucleotide exchange factor 3 (EPAC1): primary screen; EPAC1 agonist qHTS, biochemical assay; response scale: 100% = response to 6.5 mM cAMP; Potency, µM (top dose mostly 154 µM), inactives show top-dose activation, usual class: activators; actives 0.073% (n = 360,000); AID 720707, 2013; also: potency is read from the fitted curve at half-maximal effect; nearly all actives have a fitted effect of over 60% in size
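EPAC1 100 nM, Rap1B–BODIPY-GDP 250 nM, unlabeled GDP 50 uM; compound titration; 5 min RT; kinetic read ex480/em540 at 5-min intervals ×30 min; data normalized to 6.5 mM cAMP agonist control.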
An asterisk follows results filed as active; ? = inconclusive; . = not tested or not shown; [ ] = another dose, or the depositor's remark. Unless noted, calls follow the shape of the dose curve; as a rule, active = well fitted curve in the direction sought with a large enough effect; inconclusive = small, poorly fitted or top-dose-only effect, or another doubt; inactive = no such curve, though single readings can be large; an effect the other way counts as inactive or inconclusive.

no.	compound	EPAC1 antagonist	PI5P4K alpha inh	WRN helicase inh	Abeta yeast res	PLK1 PBD block	FUS suppressor	IL-2 act	EPAC1 agonist
1	Cc1cc(N)c(C)c([N+](=O)[O-])c1C	23%	-7	-2%	-8%	?	31%	-2.1	0%
2	O=C(c1ccc(-c2ccccc2Cl)o1)N1CCCCCCC1	-5%	8	-6%	-29%	-1%	22%	-4.4	5%
3	CN(C)S(=O)(=O)N1CCN(Cc2ccccc2)CC1	3%	.	-2%	-12%	-9%	16%	-2.5	-2%
4	Cc1ccc(Cn2cccc(NC(=O)NCc3ccccc3)c2=O)cc1	2%	.	-2%	9%	-2%	-14%	-1.7	-6%
5	CC(C)(C)c1ccc(OCC(=O)NCCN2CCCC2)cc1	-1%	0	6%	-18%	-2%	12%	0.8	2%
6	O=C(CN1CCSCC1)c1c[nH]c2ccccc12	9%	0	-3%	3%	-10%	?	-0.1	-1%
7	CC1(C)CC(=O)C(=Cc2cn(CCC#N)nc2-c2ccc(Cl)cc2)C(=O)C1	-4%	?	-6%	-7%	2.4µM*	-6%	0.0	5%
8	CC(C)OC(=O)CN1CCN(C2c3ccccc3-c3ccccc32)CC1	-1%	1	6%	-36%[inhibitor]	-29%	3%	-3.2	-13%
9	COC(=O)c1cc(S(=O)(=O)n2nc(C)cc2C)c(Cl)cc1Cl	20%	1	-4%	-14%	-7%	-6%	0.9	2%
10	COc1ccc(NC(=O)CN(C)S(=O)(=O)c2cccs2)cc1	-12%	9	-17%	-1%[9.22 µM]	1%	-51%	-3.3	-2%
11	COc1ccccc1OCC(=O)NCc1ccco1	8%	.	5%	0%	-9%	13%	0.9	-1%
12	COc1ccccc1-c1coc2cc(OC(=O)/C=C/c3ccccc3)ccc2c1=O	14%	8	4%	-11%	-15%	.	2.0	7%
13	CCCNC(=O)N(C)C[C@@H]1Oc2cc(Br)ccc2S(=O)(=O)N([C@@H](C)CO)C[C@H]1C	-26%	5	-10%	-10%	-8%	-17%	2.5	-9%
14	OCCN(Cc1ccccc1)CC1CC=CCC1 (stereo unspecified)	-3%	.	-4%	13%	-3%	-23%	0.3	5%
15	COc1ccc(-c2nnn(CC(=O)N(CC(=O)NC3CCCC3)c3ccccc3F)n2)cc1OC	6%	-9	0%	1%	-5%	28%	-3.4	5%
16	COc1ccccc1NC(=O)Nc1cc(C(C)(C)C)nn1C	9%	-2	0%	18%	1%	5%	0.6	2%
17	COc1ccc(N(CC(=O)Nc2cccc(C(=O)O)c2)S(=O)(=O)c2c(C)noc2C)cc1	-4%	.	-12%	-4%	-1%	13%	-0.7	3%
18	CC1=CC2=NC(=O)/C(=C\c3ccc(OC(=O)c4ccco4)cc3)C(=N)N2O1	-7%	2	0%	10%	-4%	40%	0.8	4%
19	O=C(O)c1c(Cl)c(Cl)c(Cl)c(Cl)c1C(=O)OCC1CCCO1 (stereo unspecified)	10%	-1	-9%	2%	-1%	-12%	-0.3	4%
20	Cc1c(Cl)cccc1NC(=O)NCCCN1CCCC1=O	-10%	-8	2%	-10%	2%	8%	-1.1	-8%
21	Cc1nonc1OCCCNc1ccc([N+](=O)[O-])cc1Cl	8%	5	-3%	-11%	-8%	-5%	0.8	-9%
22	COc1ccc(N2CCN(C(=O)c3cc(=O)c4cc(C)ccc4o3)CC2)cc1	?	-9	-11%	-12%	-2%	18%	-2.2	-1%
23	COCCN(C(=O)CCCC(=O)Nc1ccccn1)C(C(=O)NC1CCCC1)c1ccc(C)cc1 (stereo unspecified)	19%	2	6%	5%	-1%	21%	0.4	-5%
24	CC(C)OP(=O)(OC(C)C)C(NC(=O)c1ccc(Br)cc1)c1ccccc1 (stereo unspecified)	-3%	.	1%	-10%	-5%	36%	-1.0	0%
25	COc1ccc(CCNS(=O)(=O)CCNC(=O)c2ccc3c(c2)OCO3)cc1OC	1%	1	-4%	-4%	-6%	3%	-0.7	13%
26	CCOc1ccc(Nc2nc(N)nc(CCl)n2)cc1	16%	-6	-8%	-8%	-15%	1%	-0.8	2%
27	COc1ccc(CCNC(=O)c2csc3c2CCCC3)cc1	3%	6	-4%	2%	-2%	2%	-2.8	0%
28	CC1CN(C(=O)CCS(=O)(=O)c2ccccc2)CC(C)O1 (stereo unspecified)	-17%	-1	7%	-3%	-6%	9%	-0.4	5%
29	CCOC(=O)C1=C(N2CCCCC2)c2cc3c(n2C1=O)CCCC3	-7%	-6	-1%	-29%	-10%	-11%	-0.1	2%
30	CCc1nccn1S(=O)(=O)c1cc(C)c(OC)cc1C	-2%	.	0%	0%	-1%	-3%	-3.9	1%
31	CC1(Cc2ccccc2C#N)C(=O)Nc2ccc(-c3ccc4[nH]ccc4c3)cc21 (stereo unspecified)	0%	-19	2%	-4%	3%	40%	-0.6	1%
32	COCCNC(=S)Nc1ccc(S(=O)(=O)Nc2ncccn2)cc1	-1%	0	-1%[57.1 µM]	-15%	0%	9%	0.8	3%
33	CCOC(=O)c1cccc(NC(=O)CCc2nc(-c3ccc(C)cc3)no2)c1	9%	4	-4%	-14%	-4%	-2%	0.2	-5%
34	O=c1c(-c2nc3ccccc3s2)cccn1Cc1ccc(Cl)cc1	0%	.	-4%	1%	-5%	14%	9.4	14%
35	CNC(=O)COC(=O)/C=C/c1ccc(F)cc1	-19%	2	2%	-14%	-2%	-7%	-2.3	-1%
36	COCCNc1nc(SCC(=O)N2CCN(c3ccccc3OC)CC2)nc2ccccc12	-1%	.	-6%	12%	-3%	19%	-1.1	0%
37	Cc1cc(C)cc(NC(=O)CN2CCC(NC(=O)c3ccccc3F)CC2)c1	10%	-7	11%	-7%	0%	15%	-0.3	-5%
38	Cc1onc(C(=O)NC(C)c2ccccc2)c1[N+](=O)[O-] (stereo unspecified)	-24%	-12	-1%	-8%	-5%	9%	-2.7	-6%
39	Cc1nn(CC(=O)N(C)C)c(C)c1S(=O)(=O)N1CCOCC1	12%	4	-2%	-6%	5%	-13%	0.3	12%
40	Cc1nc(N/N=C/c2ccccc2)nc(N(C)c2ccccc2)c1[N+](=O)[O-]	-2%	-7	15%	-7%	-5%	10%	-3.5	-1%

Another view of 2 compounds above:
10) COc1ccc(NC(=O)CN(C)S(=O)(=O)c2cccs2)cc1
  EPAC1 antagonist: -12% | PI5P4K alpha inh: 9 | WRN helicase inh: -17% | Abeta yeast res: -1%[9.22 µM] | PLK1 PBD block: 1% | FUS suppressor: -51% | IL-2 act: -3.3 | EPAC1 agonist: -2%
4) Cc1ccc(Cn2cccc(NC(=O)NCc3ccccc3)c2=O)cc1
  EPAC1 antagonist: 2% | PI5P4K alpha inh: . | WRN helicase inh: -2% | Abeta yeast res: 9% | PLK1 PBD block: -2% | FUS suppressor: -14% | IL-2 act: -1.7 | EPAC1 agonist: -6%

New compounds follow.
no.	compound	EPAC1 antagonist	PI5P4K alpha inh	WRN helicase inh	Abeta yeast res	PLK1 PBD block	FUS suppressor	IL-2 act	EPAC1 agonist
41	CC(C)=CCC(C)(C)C1OCCN1C(=O)c1ccccc1 (stereo unspecified)	-27%	.	5%	-1%	-11%	20%	0.5	12%
42	CCC(Sc1nnc(-c2ccc(C)c(Cl)c2)n1CC)C(=O)Nc1nccs1 (stereo unspecified)	-6%	-3	-6%	-15%	-17%	35%	0.2	5%
43	OCCCc1cn(Cc2ccccc2)c2ccccc12	-1%	-2	-14%	31%	-6%	9%	0.1	0%
44	CC1CCCCC1NC(=O)COC(=O)CCC(=O)c1cccs1 (stereo unspecified)	-27%	1	3%	1%	-12%	-4%	-0.4	-4%
45	O=C(c1ccc(S(=O)(=O)N2CCCCC2)cc1)N(c1ccccn1)C1CCCCC1	-10%	-5	-8%	-9%	-7%	17%	-2.6	3%
46	O=C(NC1CCCCCC1)c1ccco1	-4%	2	4%[11.6 µM]	-16%	-3%	-27%	-0.8	1%
47	Cc1ccc(SCC(=O)Nc2ccc(N3CCOCC3)cc2)cc1	-24%	-5	5%	2%	-12%	-13%	-2.7	7%
48	Cc1ccn2cc(C(=O)Nc3ccccc3N3CCOCC3)nc2c1	2%	.	0%	-8%	-6%	-15%	-1.8	9%
49	CC1CCCN(C(=O)COC(=O)Cc2ccc(Cl)cc2)C1 (stereo unspecified)	-6%	-1	-2%[57.1 µM]	-15%	-5%	-16%	0.5	-8%
50	CCCCn1nc(C(=O)Nc2ccccc2N2CCCC2)c2ccccc2c1=O	-10%	17	-8%	-33%[inhibitor]	-2%	.	6.0	7%
51	CC(C)Oc1ccc(CCc2nnc(SC(C)C(=O)O)n2-c2ccccc2)cc1 (stereo unspecified)	-14%	-5	-6%	-2%	?	16%	0.4	-14%
52	Cc1cccc(-c2csc(NC(=O)c3cnccn3)c2C(=O)OC(C)C)c1	-19%	-1	0%	-16%	-4%	17%	-1.1	0%
53	CCCCn1c(N)c(N(CCC(C)C)C(=O)C2CCCC2)c(=O)[nH]c1=O	0%	6	4%	-12%	2%	-23%	0.8	9%
54	COc1cccc(-c2nnc(SCC(=O)Nc3cc(C)ccc3OC)n2N)c1	2%	0	-1%	-16%	-1%	19%	0.2	8%
55	CCOC(=O)c1c(O)c2c([nH]c1=O)CCCC2	14%	.	8%	-5%	-6%	8%	-2.8	-2%
56	CCOc1cccc2cc(C(=O)N3CCc4ccccc4C3)c(=O)oc12	-2%	.	-5%	-7%	-13%	34%	-1.3	8%
57	COc1cc(C(C)=O)ccc1OCC(O)CNCC(O)c1ccccc1 (stereo unspecified)	22%	-8	5%	-3%	4%	-27%	-3.3	2%
